# PAX8 inh HTS: inhibitors of PAX8-driven TPO luciferase reporter, primary screen, RMG-I cells, single concentration. SteadyGlo, 24 h. AID 652154, 2013. 360,000 compounds, 1.2% hits. inhibition, % at 12.6 µM;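 active means mean replicate inhibition at least 60% with every replicate also reaching 60%; inconclusive means only one of the two criteria is met; inactive means mean below 60% and not all replicates reaching 60%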;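 further: luciferase light reporting Pax8 driven TPO promoter activity; plate controls were median of neutral control wells for no effect and mitoxantrone controls for full effect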
# EWS-Fli block: EWS/Fli-driven NR0B1 reporter inhibitors, primary screen, A673 cells, NR0B1 luciferase, luminescence, MLPCN library. viability-normalised. inhibition, % at 12.6 µM. 350,000 compounds, 0.67% hits;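 active means mean inhibition of at least 50% after viability correction, with every replicate also passing that limit; inconclusive means mean reaches 50% but only one of two replicates passes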;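 further: firefly luciferase signal divided by Alamar Blue viability fluorescence both relative to DMSO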
# INS-1E GSIS act: GLuc luminescence reporter in INS-1E cells, primary screen for activators of glucose-dependent secretion of insulin; INS-1E GLuc reporter insulin secretion, 2-3 h; activation, % at 16.6 µM; 370,000 compounds, 0.61% hits;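 active means lowest replicate activation of at least 40%, so every replicate reaches that level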;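 further: 0% = median of neutral control wells and 100% = median of IBMX positive control wells; some compounds called inactive have numbers as strong as hits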
# F508del corr: F508del CFTR correction, initial screen, CFBE line, single point; CFBE cells, YFP halide quenching; stimulated with forskolin plus potentiator P3; % fluorescence drop versus neutral controls; activity (quench increase), % at 7.58 µM; 350,000 compounds, 0.36% hits;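 active means mean added fluorescence quench of at least 8% versus neutral control, with both replicates also reaching 8%; inconclusive means only one of the mean or replicate conditions met; inactive means mean below 8% and not both replicates reaching 8%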;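 further: cells transiently co-express mutant CFTR-F508del with the halide-sensitive YFP; corrector assay measuring rescue of mutant channel to the surface after 24 h compound exposure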
# FN deposition inh: inhibitors of fibronectin matrix deposition, primary screen, AH1F cells, Alexa488-fibronectin fluorescence, plate reader; 350,000 compounds, 0.086% hits; inhibition, % at 12.6 µM; AID 743247, 2014; AH1F fibroblasts, overnight;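 active means mean inhibition across replicates of 30% or more, regardless of how many single replicates reach that level; inconclusive means mean under 30% yet at least half of replicates reach 30%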;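 further: positive control wells lacked labelled fibronectin entirely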
#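 Assay system: AH1F fibroblasts / Quantity: 10000 cells per well / Medium: DMEM plus 2% serum, read in PBS / Reagent: labelled fibronectin 24 nM / Dosing: single dose, pinned / Times: 1 h cell attachment, overnight exposure to compound and label / Signal: fluorescence, ex 485 nm, em 525 nm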
# miR-122 sensor: miR-122 Renilla sensor signal increase in Huh7, primary screen, miR-122 inhibitor project, cell-based, single point, plate reader | Huh7 miR-122 Renilla luciferase sensor, 48 h; neutral wells = 0, positive control = 100 | activation (reporter increase), % at 12.5 µM | 340,000 compounds, 0.3% hits;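 active means mean replicate activation score at least 90 and every replicate individually at or above 90; inconclusive means only one of the two criteria met; inactive means neither criterion met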;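 further: higher luciferase means less miR-122 activity so hits act as miR-122 inhibitors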
# DENV2 CPE rescue: inhibitors of DENV2 cytopathic effect, primary screen, cell-based, plate reader, single concentration | DENV2-infected cells, cytopathic effect rescue | CPE inhibition, % at 9.99 µM | 350,000 compounds, 1.7% hits | AID 651640, 2012; in the data active means CPE inhibition above about 20%, passing the limit was not always enough; inconclusive means no clear call, values can overlap the other calls; tested in BHK-21 cells;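 further: 0% = median of neutral control wells and 100% = median of positive control wells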
# * hit, by the source's call; u = inconclusive; x = not tested or not shown; & = joins results of further samples; [ ] = another dose, or the depositor's remark.
SMILES,PAX8 inh HTS,EWS-Fli block,INS-1E GSIS act,F508del corr,FN deposition inh,miR-122 sensor,DENV2 CPE rescue
C=C(C)Cn1c(N)cc(=O)nc1SCC(=O)Nc1cccc(C(F)(F)F)c1,15,x,6,5.4,3,-5,1
C[C@@H]1CN([C@H](C)CO)C(=O)CCCn2nncc2CO[C@@H]1CN(C)C(=O)Nc1ccc(-c2cccs2)cc1,29,-14,-1,1.8,7,-3[16.7 µM],u
COc1ccccc1CCn1cnc(-c2cccc(F)c2)c1CC(C)C,11,20,141*,4.0,-5,x,15
COc1ccc(N(CC(=O)Nc2cc(C)ccc2C)S(=O)(=O)c2c(C)nn(C)c2C)cc1,5,-4,x,1.6,-23,x,7
C#CC[N+](C)(C)CC#Cc1ccc(C)cc1,20,9,6,-1.1,12,x,1
Cc1cc(C)c(C(=O)COC(=O)CNC(=O)c2ccccc2C)c(C)c1,7,-7,-14,-2.9,4,x,-3
Cc1ccc(CSc2nnc(CS(=O)Cc3ccc(Cl)cc3Cl)n2C)cc1 (stereo not drawn),x,-2,-7,2.3,x,-5,-3
CCCNC(=O)C(Cc1cccc(OC)c1)NC(=O)c1ccc(C(C)(C)C)cc1 (stereo not drawn),-3,-13,0,0.7,-1,-3,x
CCc1cc(=O)oc2cc(OCC(=O)N3CCC[C@H]3C(=O)O)ccc12,x,-6,-2,-3.6,x,2,u
CCOC(=O)C1(C)CCCN(C(=O)c2ccccc2F)C1 (stereo not drawn),4,-2,8,-3.2,3,3,-4
Cc1ccc(S(=O)(=O)N(C)C[C@H]2Oc3ccc(NC(=O)Cn4cnnn4)cc3C(=O)N([C@@H](C)CO)C[C@@H]2C)cc1,x,-1,11,0.6,x,x,9
COc1ccc(N(C(C)C(=O)N(C)Cc2ccccc2)S(C)(=O)=O)cc1 (stereo not drawn),6,1,19,-0.4,1,-4,1
C[C@@H]1CN([C@@H](C)CO)C(=O)c2cc(NC(=O)Nc3ccc4c(c3)OCO4)ccc2O[C@@H](C)CCCCO[C@@H]1CN(C)S(=O)(=O)c1ccc(Cl)cc1,-2,-12,11,-0.5,-7,1[16.7 µM],-4
O=C(CSCc1ccccc1)N=Nc1c(O)[nH]c2ccccc12,-21,-14,4,x,0,0,-1
Cn1c(=O)c2c(ncn2CCNC2=NCCCCC2)n(C)c1=O,9,-3,14,-1.0,-15,x,3
Cc1cc(C)n(-c2ccc(F)cc2CN2CCN(C3CCCC3)C(CCO)C2)n1 (stereo not drawn),1,5,-2,2.3,4,-1,5
c1ccc(CSc2nccc(-c3ccco3)n2)cc1,-55,-51,-4,-2.4,4,-5,-4
COc1cccc(S(=O)(=O)N2CCCCN3[C@H](C2)[C@H](c2ccc(-c4ccccc4)cc2)[C@@H]3CO)c1,3,-6,8,-3.4,x,3[16.7 µM],1
C1CC(CN2CCOCC2)CN(c2nc3nonc3nc2N2CCSCC2)C1 (stereo not drawn),-1,7,-4,1.4,3,x,-1
COc1ccc(-c2nn(-c3ccccc3)cc2CNCc2cccnc2)c(F)c1,0,-5,1,-1.2,5,x,-2
O=C(Nc1ccc(C(=O)N2CCC(O)(c3ccc(Cl)c(C(F)(F)F)c3)CC2)cc1)c1ccc(Br)o1,14,16,24,-0.7,-1,-4,u
OCCN(Cc1ccccc1)Cc1ccc(Cl)cc1,x,3,-2,0.5,x,x,7
Cc1nn(C)c(C)c1S(=O)(=O)N1CCC(C(=O)NC(C)c2ccccc2)CC1 (stereo not drawn),-3,1,-14,0.9,-1,x,7
CC(=O)Nc1ccc(NC(=O)C2Cc3c(-c4ccco4)ccnc3O2)cc1 (stereo not drawn),45,-27,x,-0.3,22,-2,u
C[C@@H]1CCCCO[C@H](CN(C)S(=O)(=O)c2ccc(Cl)cc2)[C@@H](C)CN([C@H](C)CO)C(=O)c2cc(NC(=O)Nc3cccc4ccccc34)ccc2O1,16,8,14,-1.3,6,5[16.7 µM],-4

# An excerpt from above in order of length of the SMILES, highest first:
SMILES,PAX8 inh HTS,EWS-Fli block,INS-1E GSIS act,F508del corr,FN deposition inh,miR-122 sensor,DENV2 CPE rescue
Cc1cc(C)n(-c2ccc(F)cc2CN2CCN(C3CCCC3)C(CCO)C2)n1 (stereo not drawn),1,5,-2,2.3,4,-1,5
COc1ccc(N(C(C)C(=O)N(C)Cc2ccccc2)S(C)(=O)=O)cc1 (stereo not drawn),6,1,19,-0.4,1,-4,1
C1CC(CN2CCOCC2)CN(c2nc3nonc3nc2N2CCSCC2)C1 (stereo not drawn),-1,7,-4,1.4,3,x,-1
OCCN(Cc1ccccc1)Cc1ccc(Cl)cc1,x,3,-2,0.5,x,x,7

# (further entries)
SMILES,PAX8 inh HTS,EWS-Fli block,INS-1E GSIS act,F508del corr,FN deposition inh,miR-122 sensor,DENV2 CPE rescue
CN(C)C(=O)C[C@@H]1C[C@H]2c3cc(NC(=O)Nc4ccc(C(F)(F)F)cc4)ccc3O[C@H]2[C@@H](CO)O1,x,23,-5,-4.2,4,3[16.7 µM],7
COCCOC(=O)N1C(=O)[C@@]2(c3cc(C#Cc4ccc(OC)cc4)ccc31)[C@H](C(=O)N1CCN(c3ncccn3)CC1)[C@H]1C(=O)O[C@H](c3ccccc3)[C@H](c3ccccc3)N1[C@@H]2c1ccccc1OCCO,x,2,x,4.6,x,x,5
O=C(Nc1ccc(C(F)(F)F)cc1)N1[C@@H]2CNC[C@H]1C2c1ccc(-c2ccccc2F)cc1 (stereo partly drawn),-5,-8,-24&6,-3.1&0.6,-3&-6,x,-10&0
CCOC(=O)C(NC(=O)CC(C)C)(Nc1cc(C)on1)C(F)(F)F (stereo not drawn),-13,x,x,x,7,-2,x
CO[C@@H]1CN(C)C(=O)c2ccc(NC(=O)c3ccccc3F)cc2OC[C@H](C)N(CC2CC2)C[C@H]1C,x,-7,1,0.9,3,6[16.7 µM],-11
Cc1cccc(NC(=O)C2CCCN(c3nc(C)cc(C)n3)C2)c1 (stereo not drawn),x,2,27,1.2,x,-1,0
Cc1ccc(C(=O)NCC(=O)NCCCc2ccccc2)cc1,-15,-2,-2,-3.4,13,0,-4
Cn1c(=O)c2cc(NC(=O)NCCc3cccs3)ccc2n1Cc1ccccc1,9,-11,-10,0.9,-2,18,-17
Cc1ccccc1S(=O)(=O)N1[C@H](C#N)[C@@H](c2ccc(C#CC3CC3)cc2)[C@@H]1CO,34,-2,-5,4.3,1,x,7
COC(=O)C1C(O)=C(C=Nc2ccccc2)C(=O)CC1(C)C (stereo not drawn),-5,17,4,0.0,7,x,-5
CCN1[C@@H]2c3ccc(-c4cccc(F)c4)c(=O)n3C[C@H]1[C@H](CO)[C@H]2C(=O)NCC1CC1,x,3,13,-1.8,x,-1[16.7 µM],-1
O=C(C[C@H]1C[C@@H]2c3cc(NC(=O)Nc4ccccc4)ccc3O[C@@H]2[C@H](CO)O1)NC1CCCC1,-33,-3,-1,0.4,5,2[16.7 µM],-4
CCc1noc(C)c1C(=O)OCC(=O)NCc1ccccc1,-15,-2,9,-4.0,3,1,18
CC(=O)N(C)C[C@@H]1Oc2ncc(/C=C/c3ccccc3)cc2C(=O)N([C@@H](C)CO)C[C@H]1C,x,-2,8,2.8,6,3[16.7 µM],2
COCCn1c(C)cc(C(=O)CSc2nncn2-c2ccccc2)c1C,-8,x,x,x,-13,-4,x
Cc1ccc(NC(Cc2cc(C)no2)c2ccccc2)cc1 (stereo not drawn),0,x,-9,x,1,-4,x
CCOc1ccc(-n2ccnc2SCC(=O)Nc2cc(C)on2)cc1,-9,-6,4,-2.2,3,-3,-2
O=C(C1CCC1)N1CC2(C1)[C@H](c1ccccc1)[C@@H](CO)N2CC1CCCC1,x,-2,23,-2.6,x,x,-1
O=C1O/C(=C/c2ccccc2)N=C1c1ccccc1,2,8,-1,-1.7,2,-4,4
C[C@H]1CN([C@@H](C)CO)C(=O)c2cc(/C=C/c3ccccc3)cnc2O[C@@H]1CN(C)C(=O)C1CCOCC1,1,-11,-3,2.5,x,1[16.7 µM],15
COc1cc(S(=O)(=O)N2CCN(C(=O)c3ccco3)CC2)c(OC)cc1C,10,11,8,0.0,0,33,3
CC(C)(C)C(=O)N(CCN(C(=O)C(C)(C)C)c1ccccc1)c1ccccc1,x,x,-12,x,4,-5,x
CCc1cccc2c(=O)c(C(=O)NCCCOC)c[nH]c12,9,1,1,-0.4,2,x,6
CCCc1nnc(SCC(=O)O)n1/N=C/c1ccc2c(c1)OCO2,x,1,2,-3.6,x,x,4
CC(=O)Nc1ccc(S(=O)(=O)NCC2CCC(C(=O)N3CC(C)CC(C)C3)CC2)cc1 (stereo not drawn),5,2,-17,-0.1,x,17,-7
# Further records:
SMILES,PAX8 inh HTS,EWS-Fli block,INS-1E GSIS act,F508del corr,FN deposition inh,miR-122 sensor,DENV2 CPE rescue
CCOC(=O)C1=NNC2C(=O)N(Cc3ccccc3)C(=O)C12 (stereo not drawn),-2,1,x,-2.8,9,x,16
O=C(O)CCC(=O)N1N=C(c2c(-c3ccccc3)c3cc(Cl)ccc3[nH]c2=O)CC1c1cccs1 (stereo not drawn),-12,-6,-12,-5.3,-23,x,-13
C[C@H]1CN([C@@H](C)CO)C(=O)c2cc(-c3ccccc3F)cnc2O[C@H]1CN(C)C(=O)NC1CCCC1,-1,-5,-5,-3.3,-9,-9[16.7 µM],3
CCCN(C)C[C@@H]1Oc2cc(C#Cc3cccc(F)c3)ccc2S(=O)(=O)N([C@@H](C)CO)C[C@@H]1C,x,17,4,-1.8,13,-4[16.7 µM],x
CC1CC2(CCCC2)Nc2ccc(F)cc21 (stereo not drawn),6,5,35,-0.5,1,0,-5
CN(C)C(=O)C[C@H]1C[C@@H]2c3cc(NS(=O)(=O)c4ccccc4)ccc3O[C@@H]2[C@H](CO)O1,x,1,-1,0.7,3,-5[16.7 µM],1
CC(=O)c1c(O)cc2c3c1OC(C)(C)C1CCC(C)(CC31)O2 (stereo not drawn),-2,-3,5,0.0,-5,x,-1
COc1cccc(C2C(=O)c3ccccc3C2=O)c1,21,6,0,-0.1,0,1,1
O=c1[nH][nH]cc1C=NCc1cccnc1,-3,5,-2,-2.7,-16,-8,-8
CCOC(=O)c1cc2c(c(-c3cccc(-c4cccc(F)c4)c3)n1)[C@H](CCO)N(S(=O)C(C)(C)C)C2 (stereo partly drawn),6,12,-4,x,-10,x,-5
NS(=O)(=O)c1ccc(CCNC(=O)CCS(=O)(=O)c2ccc(Br)cc2)cc1,11,4,6,-3.8,3,10,13
CC(CCC(C)OC(=O)c1ccccc1C(=O)O)OC(=O)c1ccccc1C(=O)O (stereo not drawn),0,-12,12,-2.2,x,3,4
CC(=Nc1ccccc1)c1sc2ccccc2c1O,x,-46,-7,-4.4,x,-6,-8
Cc1ccc(Sc2ccc(NC(=O)c3ccc(S(C)(=O)=O)cc3Cl)cc2)cc1,3,x,x,x,14,1,x
Cc1c(Cl)cccc1N(Cc1ccc(C(=O)O)cc1)S(=O)(=O)c1ccccc1,15,0,0,-0.2,-5,x,1
Cc1cc(C)n(CC2CC(=O)N(c3ccc(Cl)c(Cl)c3)C2=O)n1 (stereo not drawn),3,x,x,x,-8,4,x
Cc1cccc(C)c1Cn1c(C)c(C(=O)NCc2ccccc2C(F)(F)F)sc1=O,3,1,-21,-4.1,-4,x,7
O=C(N/N=C/c1cc([N+](=O)[O-])ccc1O)NC12CC3CC(CC(C3)C1)C2,-39,20,x,x,18,x,-4
O=C(c1cc2nc(-c3ccc(Cl)cc3)cc(C(F)(F)F)n2n1)N1CCOCC1,7,-6,11,x,7,x,0

# The order is random; overall some 3.9% were active at least once.
